# Compound activity from PubChem.
# iPSC survival up: hiPSC single-cell survival enhancement; actives 0.044% (n = 360,000); survival enhancement, % at 20 µM; ATPlite luminescence; 100% = ROCK inhibitor wells, 0% = DMSO; in the data active means survival enhancement above about 18%;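 further: cells exposed to compounds for 16 hours before the ATP read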
# HIF-2a block: HIF-2a inhibition | 786-0 RCC cells HIF-2a reporter, luciferase luminescence, overnight | inhibition, % at 18.8 µM | actives 0.72% (n = 360,000) | AID 624352;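 active means inhibition of the luminescence signal of 40% or more relative to plate controls, in a single-dose primary screen at 18.75 µM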
# NR2E3 ag-1: activates human NR2E3 receptor; Q9Y5X4; CHO-S Gal4-NCOR/VP16-NR2E3 two-hybrid, luciferase; inhibition of corepressor binding, % at 3.98 µM; actives 0.35% (n = 360,000); AID 602229;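 active means inhibition above the mean of all tested compounds plus 3 SD, cut at about 70% in these data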;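 further: 0% = DMSO with NR2E3 transfected cells and 100% = cells lacking NR2E3 construct; higher means lower luciferase signal from less NR2E3 corepressor binding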
# Target sequence (Q9Y5X4 whole entry, looked up, the tested form may be a part): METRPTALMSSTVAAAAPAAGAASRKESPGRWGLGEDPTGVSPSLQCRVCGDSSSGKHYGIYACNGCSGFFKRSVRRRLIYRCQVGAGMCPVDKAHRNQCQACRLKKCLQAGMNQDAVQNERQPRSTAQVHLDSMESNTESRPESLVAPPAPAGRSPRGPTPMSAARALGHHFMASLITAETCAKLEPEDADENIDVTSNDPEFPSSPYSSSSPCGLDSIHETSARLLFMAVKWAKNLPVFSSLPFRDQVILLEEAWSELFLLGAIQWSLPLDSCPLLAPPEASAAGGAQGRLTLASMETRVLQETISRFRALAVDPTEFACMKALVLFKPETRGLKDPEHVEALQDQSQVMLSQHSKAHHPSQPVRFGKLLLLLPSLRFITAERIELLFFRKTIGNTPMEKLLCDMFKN
# Shn3 3UTR inh: reduces Shn3 3'UTR luciferase signal in osteoblasts. inhibition, % at 12.5 µM. actives 0.52% (n = 360,000). Clone20 osteoblast Shn3 3'UTR firefly luciferase, 24 h;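 active means mean inhibition of at least 75% with every replicate also reaching 75%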;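 further: 0% = median of neutral control wells and 100% = pilot-screen positive control compound; some compounds past the cut are filed as inactive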
# KKLEB tox: reduces viability of KKLEB cystic fibrosis airway cells; KKLEB CF airway cells viability, ATPlite luminescence, overnight; hits give low values; cells stimulated with P. aeruginosa culture filtrate; activity change (cytotoxicity), % at 5 µM; actives 0.36% (n = 360,000); AID 602141;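 active means corrected activity change at or below -50% at 5 µM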
# aDG glyco up: increases alpha dystroglycan glycosylation; activation, % at 10 µM; AID 624168; Pro5-aDG cells, alpha-DG glycosylation AlphaScreen (IIH6); 0% Pro5, 100% B10-LARGE cell signal; actives 0.22% (n = 360,000);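 active means activation of at least 8% versus controls, or a plate z-score of at least 8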;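 further: Pro5 are CHO cells carrying HIG-tagged alpha-DG that lacks glycosylation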
# Peg3 promoter: inhibitors of Peg3 promoter; HeLa PEG-Prom luciferase reporter, luminescence, overnight; inhibition, % at 20 µM; actives 1.7% (n = 360,000);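 active means inhibition of at least 50% at 20 µM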
# NR2E3 ag-2: NR2E3 (human) agonism. GST-NR2E3/biotin-RetCOR TR-FRET, 1536-well. inhibition of corepressor binding, % at 4.78 µM. AID 2300. actives 0.12% (n = 320,000). Q9Y5X4;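 active means percent inhibition above the cutoff of mean plus 3 SD of all tested compounds, set per screening campaign, cut at about 20% in these data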;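 further: 0% = DMSO wells and 100% = biotin wells as full block of FRET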
#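 Material: NR2E3–RetCOR corepressor complex / Amount: 1.35 nM GST-NR2E3 / Medium: Tris pH 7.5 / Compound: single nominal compound dose of 4.8 µM / Incubation: 5 h at 4 °C / Technique: TR-FRET, Eu(K)-anti-GST donor, streptavidin-D2 acceptor, ex 340, em 617/671 nm / Read-out basis: percent loss of FRET ratio relative to control wells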
# CF NFkB block: inhibitors of cystic fibrosis induced NF-kB. KKLEB NF-kB-GFP reporter, PAF-induced, GFP fluorescence overnight. inhibition, % at 5 µM. actives 0.86% (n = 360,000). AID 588850;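 active means at least 50% inhibition at 5 µM, scaled per plate between neutral and stimulator controls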;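 further: PAF is a Pseudomonas aeruginosa culture filtrate used as stimulus; plate controls were PAF-stimulated DMSO wells for no effect and unstimulated DMSO wells for full effect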
# TWEAK-Fn14 inh: inhibitors of TWEAK-Fn14 interaction signaling | TWEAK-stimulated Fn14 reporter cells, luciferase luminescence, 8 h | AID 1159606 | actives 2% (n = 360,000) | inhibition, % at 10 µM; in the data active means inhibition above about 50%
# TRPM1 prom inh: MITF TRPM1 promoter inhibition in SK-MEL-5 cells. SK-MEL-5 TRPM1 promoter luciferase, 24 h. inhibition, % at 12.5 µM. actives 0.83% (n = 330,000). AID 488899;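 active means mean inhibition across replicates of 60% or more, whatever share of single replicates reaches that level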; further: values of inactives mirror those of a sister screen read the other way
# The depositor's hits bear a star; / = not tested or not shown.
SMILES	iPSC survival up	HIF-2a block	NR2E3 ag-1	Shn3 3UTR inh	KKLEB tox	aDG glyco up	Peg3 promoter	NR2E3 ag-2	CF NFkB block	TWEAK-Fn14 inh	TRPM1 prom inh
O=C(COc1cccc(Br)c1)N/N=C/c1ccc2c(c1)OCCO2	-1.7	-38	18	-26	-22	0.3	-47	/	-1	-16	/
Cc1nc(C(=O)NCc2ccccc2)sc1C1(C)CC(c2cccc([N+](=O)[O-])c2)=NO1 (stereo not drawn)	-1.2	15	-3	22	-18	-0.5	17	0	8	-28	14
O=C(Cc1ccccc1)NCCS(=O)c1ccc(Cl)cc1 (stereo not drawn)	0.4	5	12	92*	4	-0.1	4	3	-18	-6	10
CCCCCn1c(SCC(=O)OCC)nc2cc(C(=O)N3CCC(C(N)=O)CC3)ccc2c1=O	3.1	13	-26	4	2	0.1	9	0	2	5	8
Nc1cc(Oc2ccc(Cl)cc2Cl)nc(N)n1	1.4	-29	9	22	-4	0.0	-9	-1	-19	11	-1
Cc1ccc(CNC(=O)CN2C(=O)NC3(CCCC3)C2=O)cc1	-1.6	8	-10	25	4	1.7	-3	/	-5	14	4
Cc1nc(NCc2ccco2)c2cn[nH]c2n1	-2.3	5	-10	-1	13	0.0	-3	/	9	-16	-8
Cc1cccc(C)c1NC(=O)CC(C)c1ccccc1 (stereo not drawn)	-0.4	3	10	-12	-3	0.1	3	1	1	-4	2
O=c1c2ccccc2c(-c2n[nH]c(=S)o2)nn1Cc1ccccc1	-1.1	2	-15	12	-13	0.1	6	-3	-19	0	2
Cc1ccc(S(=O)(=O)NC(=O)c2cc(C)n(-c3cc(S(=O)(=O)N4CCOCC4)ccc3N3CCCC3)c2C)cc1	-0.9	-10	-8	-9	-11	0.0	1	-1	8	-3	3
O=C(CCc1ccccc1)Nc1ccc(NC(=O)c2ccco2)nc1	-2.8	-149	-10	-43	-7	-0.2	-128	0	-3	-9	-90
O=C(NCCC1=CCCCC1)NC1CCCCC1	-1.8	-179	-152	-79	-4	0.1	-274	1	0	1	-35
COc1ccccc1CCNC(=O)C(=O)NCCC1CCCCN1S(=O)(=O)c1ccccc1 (stereo not drawn)	0.9	15	7	0	10	0.3	30	0	-2	-14	-1
Cc1cc(C)cc(C(=O)NCC(=O)OCC(=O)N2CCN(S(=O)(=O)c3ccc4ccccc4c3)CC2)c1	3.1	14	4	-2	-4	-0.1	9	0	3	15	16
O=[N+]([O-])c1cccc2ccc(N3CCOCC3)nc12	-0.5	-38	-9	-23	9	0.0	-33	3	-6	10	-14
CCN(CC)S(=O)(=O)c1ccc2c(c1)nc(SC(C)C(N)=O)n2-c1ccc(OC)cc1 (stereo not drawn)	-2.6	7	0	1	-5	0.9	13	0	-5	-8	-4
N#Cc1c(N2CCOCC2)nc(N)c2c(N)nc3c(c12)CC(CCl)O3 (stereo not drawn)	-0.4	21	4	/	0	0.2	13	-5	5	4	5
CCOC(=O)C(=C1Nc2ccccc2N1)n1c(-c2cccnc2)nc2ccccc21	-1.3	-211	-103	/	/	0.0	/	/	/	12	/
O=C(CSc1nc2ccccc2n1CCc1ccccc1)c1ccc(O)c(O)c1	1.7	-18	-30	-5	-7	-0.1	-15	/	-8	21	0
CC(=O)Nc1ccc(NC(=O)C(C)OC(=O)c2ccc3ccccc3n2)cc1 (stereo not drawn)	-1.2	14	0	-15	9	-0.2	-1	1	-20	-11	11
CSC[C@H]1CN(CCc2ccccc2)C(=O)[C@@H]1CC(=O)Nc1ccccc1	0.5	6	-23	-1	-7	0.4	-4	/	-2	2	/
CC(C)CN(C(=O)COC(=O)c1ccc([N+](=O)[O-])s1)c1c(N)n(Cc2ccccc2)c(=O)[nH]c1=O	-0.4	-11	5	4	15	-0.1	-13	2	-3	1	60*
COc1ccc(/C=C2\SC(=O)N(CCNC(=O)Cc3coc4cc(C)ccc34)C2=O)cc1OC	1.8	1	-5	14	10	0.7	16	1	-19	46	-7
Cc1ccc(NC(=S)NC(C)(C)C)c([N+](=O)[O-])c1	-0.6	-35	-11	-11	-16	0.2	-28	3	17	13	-23
Cn1nc(C(C)(C)C)cc1N1C(=O)CCC1(C)C(=O)NC1CCCC1 (stereo not drawn)	-1.0	10	-6	-3	-1	-0.3	4	/	-4	6	/

# An excerpt from above in order of the TWEAK-Fn14 inh value, largest number first.
structure | HIF-2a block | NR2E3 ag-1 | Shn3 3UTR inh | aDG glyco up | Peg3 promoter | NR2E3 ag-2 | CF NFkB block | TWEAK-Fn14 inh | TRPM1 prom inh
CCCCCn1c(SCC(=O)OCC)nc2cc(C(=O)N3CCC(C(N)=O)CC3)ccc2c1=O | 13 | -26 | 4 | 0.1 | 9 | 0 | 2 | 5 | 8
CC(=O)Nc1ccc(NC(=O)C(C)OC(=O)c2ccc3ccccc3n2)cc1 (stereo not drawn) | 14 | 0 | -15 | -0.2 | -1 | 1 | -20 | -11 | 11
O=C(COc1cccc(Br)c1)N/N=C/c1ccc2c(c1)OCCO2 | -38 | 18 | -26 | 0.3 | -47 | / | -1 | -16 | /

# (continued)
SMILES	iPSC survival up	HIF-2a block	NR2E3 ag-1	Shn3 3UTR inh	KKLEB tox	aDG glyco up	Peg3 promoter	NR2E3 ag-2	CF NFkB block	TWEAK-Fn14 inh	TRPM1 prom inh
Cn1c(COc2ccccc2)nnc1SCC(=O)Nc1ccc2c(c1)OCO2	2.2	-12	-28	-12	0	0.0	-8	-1	6	-10	1
COc1cc(N)c(Cl)cc1C(=O)OCC(=O)NCc1cccs1	0.3	-4	-7	19	-4	-0.3	-3	/	22	-13	-13
CCOc1ccc2oc(=O)cc(CN3CCN(Cc4ccccc4)CC3)c2c1	-0.1	22	2	21	7	0.1	20	3	-21	5	7
CC(C)N1CCc2c(sc(NC(=S)NC(=O)c3ccccc3)c2C#N)C1	-0.2	-161	-23	-13	-7	-0.2	-127	1	-15	22	-19
COc1ccccc1OCc1ccc(C(=O)NC2CCCCC2)o1	0.0	-13	-13	-3	-3	-0.1	1	2	16	-6	0
CCCOc1ccc(S(=O)(=O)N2CCN(C)CC2)c2ccccc12	-0.2	10	-7	21	-3	0.1	26	5	14	15	4
CCNC(=S)NC1CC2CCCC(C1)N2CCc1ccccc1 (stereo not drawn)	-0.7	10	-9	4	14	0.0	4	0	-18	5	-9
Nc1ncc(N=Nc2cc(C(=O)O)ccc2Cl)s1	0.0	16	4	-4	2	0.2	5	0	-13	-4	-6
COc1cccc(NC(=O)C2CCN(S(C)(=O)=O)CC2)c1	0.6	-6	-20	-5	-1	-0.3	1	4	-1	8	12
Cc1ccc(S(=O)(=O)N2CCN(C(=O)CN3C(=O)NC(C)(c4ccc(Cl)cc4)C3=O)CC2)c(C)c1 (stereo not drawn)	0.6	12	12	55	2	1.0	18	/	-31	7	-3
CCN(CC(=O)Nc1ccc(NC(C)=O)cc1)C(=O)c1oc2c(ccc3ccccc32)c1C	-0.5	4	9	-20	19	-0.4	22	0	-11	1	28
O=C(O)CCN1C(=O)c2ccc(NC(=O)CSc3ccc(Cl)cc3)cc2C1=O	-0.3	12	-11	0	5	0.0	5	1	-10	-2	0
CCN(C(=O)COC(=O)CCC(=O)c1ccc(Cl)cc1)c1c(N)n(Cc2ccccc2)c(=O)[nH]c1=O	-1.3	0	-29	-24	16	-0.1	-10	/	4	-1	/
CCn1c(CSc2nc3ccccc3s2)nnc1SCC(=O)OC(C)(C)C	-2.8	-56	12	16	9	0.1	5	0	1	1	-11
CN(C)CCCNc1nc(-c2ccccc2)c2c(c1C#N)CC(C)(C)OC2	-0.6	8	4	18	-1	0.0	0	-4	-1	-12	-2
Cc1[nH]c(=O)[nH]c1C(=O)CCCCC(=O)O	-2.1	12	22	2	-7	0.0	9	-42	6	13	-10
CCCc1nnc2n1N=C(c1ccc(C)cc1)CS2	0.5	5	-24	-1	-5	0.1	17	2	1	-11	10
Cc1cc(=O)oc(C)c1C(=O)N[C@@H]1CCCCNC1=O	3.9	15	-15	5	-7	-0.3	20	3	8	-2	12
COc1ccc(CN(C(=O)CSc2nnc(-c3ccccc3C)o2)c2ccc(F)cc2)cc1	-2.8	-2	-10	1	-11	0.2	31	2	16	17	-4
CNCc1ccccc1Sc1ccc(OC)c(OC)c1	-1.3	16	-1	-4	-7	0.0	16	-3	6	7	0
COc1ccc(NC(=O)Cc2c(C(=O)O)n(C)c3ccccc23)cc1OC	0.4	10	-4	-3	-2	0.3	6	4	0	7	7
CCOC(=O)C1CCN(C(=O)c2cccnc2)CC1	1.5	23	-14	15	8	-0.1	15	0	-13	-1	-2
C[C@@H]1CN([C@@H](C)CO)C(=O)c2cc(Br)cnc2O[C@H]1CN(C)C(=O)C1CC1	20*	13	-2	-2	4	0.1	-3	/	-2	-6	/
S=C(Nc1ccccc1)N1N=C(c2cccs2)CC1c1cccs1 (stereo not drawn)	-0.7	-87	-19	3	-4	-0.4	-13	-2	11	-27	-13
CC1=CC(c2ccc(Cl)cc2)n2nc(NC(=O)CCC(=O)O)nc2N1 (stereo not drawn)	-0.7	18	-11	/	9	0.0	1	-1	-3	-2	6
Cc1ccc(O)c(-c2[nH]ncc2C(=O)c2ccc(Cl)cc2)c1	-0.2	11	5	3	3	0.0	10	-4	-15	34	12
Cc1nc(-c2ccccn2)nc(N(C)c2ccccc2)c1Cl	-0.1	-95	105*	29	3	2.9	-30	0	-14	-48	-3
CCOC(=O)C1(Cc2cccc(OC)c2)CCN(Cc2csc(C(C)=O)c2)CC1	2.2	7	3	26	-6	0.3	10	7	5	-5	-3
Brc1cccc(CNCC2CCCO2)c1 (stereo not drawn)	-0.4	12	-8	-1	11	-0.1	-3	4	16	-20	-3
O=c1oc2c(CN3CCOCC3)c(O)c(Cl)cc2c2c1CCC2	3.6	15	-19	-15	-4	-0.1	1	/	-1	-1	7
COC(=O)c1cc(NC2c3ccccc3C(=O)N2c2cccnc2)cc(C(=O)OC)c1 (stereo not drawn)	-0.7	10	-36	19	-17	0.0	8	1	8	-23	-2
Cc1ccc(S(=O)(=O)N(C)c2ccc(OCC(=O)Nc3nc(-c4ccccc4)cs3)cc2)cc1	3.2	-46	-57	14	3	-0.1	-12	1	0	17	7
CCOc1ccc(S(=O)(=O)Nc2ccc(C(=O)N(C)CC(=O)Nc3ccc(OC)cc3)cc2)cc1	0.3	22	-8	-3	-15	-0.1	3	-1	10	1	-11
Cc1ccc(OCC(=O)O/N=C(\N)c2cccc([N+](=O)[O-])c2)cc1C	-0.6	-62	-6	3	-5	0.0	0	-3	14	6	18
CCn1c(COc2ccc(C(C)C)cc2)nnc1SCC(=O)Nc1nccs1	0.0	2	14	-4	-3	-0.2	-5	-2	-8	-12	20
CCOc1ccccc1NC(=O)c1cc(C(=O)Nc2ccccc2OCC)cc(N2C(=O)CCC2=O)c1	0.1	8	-16	-10	7	-0.2	4	-5	0	6	0
O=c1c2ccccc2nc(/C=C/c2ccc(Cl)cc2)n1CCO	0.9	-35	24	-13	4	-0.1	3	-2	3	2	1
Cc1nc2ccccc2c(=O)n1N	8.1	19	-20	-3	-10	-0.2	24	0	12	-7	-24
